# aGlu spleen mod: inhibitors or activators of human alpha-glucosidase in spleen homogenate | P10253 | human spleen homogenate, 4-MU-alpha-glucoside fluorescence | Potency, µM (doses to about 79.9 µM), for the others: top-dose activity change, negative = inhibition, actives largely listed as inhibitors | 240,000 tested, 0.006% active | AID 2112;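 also: 0% = enzyme with vehicle and -100% = no enzyme basal signal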
#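 Human spleen homogenate (1 ug) with 4-methylumbelliferyl-alpha-D-glucopyranoside (1 mM final) in 50 mM citrate/phosphate pH 5.0, 0.01% Tween-20; 40 min at 37 C. Stopped at pH 10; 4-MU fluorescence Ex 365/Em 440 nm; AC50 by Hill fit.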
# GAA inhib: alpha-glucosidase (human) inhibition. Potency, µM (titrated, usually from 76.9 µM), inactives show at the top dose activity change, negative = inhibition, usual class: inhibitors. purified human GAA, 4-MU-alpha-glucoside fluorescence. 200,000 tested, 0.005% active. P10253;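 also: plate controls were uninhibited enzyme wells for no effect and no-enzyme background for full effect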
#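 Human enzyme at 4 nM with 400 uM 4-methylumbelliferyl-alpha-D-pyranoside, citrate/phosphate buffer pH 5.0, 0.005% Tween-20, 20 min at room temperature. Compounds up to 77 uM. 4-MU fluorescence (Ex 365/Em 440) read after NaOH/glycine stop; AC50 from Hill fit.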
# SMN2 splice enh: increases expression of the SMN2 splice variant. HEK293 SMN2-luciferase splicing reporter, luminescence, 30-36 h. Potency, µM (series often up to 46.1 µM), for inactives: at the top dose activity change, positive = activation, hits mostly activators. 210,000 tested, 2.8% active. AID 1458; also: % of control where 0% means no effect; nearly all actives have a fitted effect of over 55% in size
#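 HEK293 cells carry an SMN2 […]–luciferase reporter in which exon 7 inclusion puts luciferase in frame. Cells were plated 10-12 h before compound addition, then incubated 30-36 h at 37C. ONE-Glo luminescence was read; sodium butyrate at 4.5 mM final served as control.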
# GAA glycogen: alters human alpha-glucosidase cleavage of glycogen; Potency, µM (titrated, usually from 76.4 µM), inactives show at the top dose activity change, negative = inhibition, usual class: inhibitors; recombinant GAA, glycogen substrate, Amplex Red glucose oxidase fluorescence; 300,000 tested, 0.38% active; AID 2100;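 also: 0% = full enzyme reaction and -100% = no-enzyme basal signal; the screen sought inhibitors and activators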
#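 Natural-substrate format: glycogen cleavage by 4 nM human enzyme, glucose read by Amplex Red coupling (Ex 573, Em 610 nm). Normalized to enzyme and no-enzyme controls.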
# ALDH1A1 inh: ALDH1A1 (human) enzyme inhibition; 220,000 tested, 7.3% active; AID 1030; Purified ALDH1A1, NADH fluorescence, propionaldehyde substrate; P00352; Potency, µM (doses to about 75.3 µM), for the others: at the highest dose activity, negative = inhibition, actives largely listed as inhibitors; active = well fitted inhibition curve with a large enough effect, not every such curve was filed as active; inconclusive = small, poorly fitted or top-dose-only effect, or another doubt; inactive = no such curve, though single readings can be large or run the other way;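 also: plate controls were no enzyme wells and a reference inhibitor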
# GLA spleen mod: inhibits or activates alpha-galactosidase in human spleen homogenate; 240,000 tested, 0.008% active; P06280; Potency, µM (series often up to 80 µM), without a hit: at the highest dose activity change, negative = inhibition, hits mostly inhibitors; human spleen homogenate, 4MU-alpha-Gal fluorescence, 40 min;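 also: 0% = enzyme with vehicle and -100% = no enzyme basal signal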
# Target sequence (P06280 32-429 limits assumed): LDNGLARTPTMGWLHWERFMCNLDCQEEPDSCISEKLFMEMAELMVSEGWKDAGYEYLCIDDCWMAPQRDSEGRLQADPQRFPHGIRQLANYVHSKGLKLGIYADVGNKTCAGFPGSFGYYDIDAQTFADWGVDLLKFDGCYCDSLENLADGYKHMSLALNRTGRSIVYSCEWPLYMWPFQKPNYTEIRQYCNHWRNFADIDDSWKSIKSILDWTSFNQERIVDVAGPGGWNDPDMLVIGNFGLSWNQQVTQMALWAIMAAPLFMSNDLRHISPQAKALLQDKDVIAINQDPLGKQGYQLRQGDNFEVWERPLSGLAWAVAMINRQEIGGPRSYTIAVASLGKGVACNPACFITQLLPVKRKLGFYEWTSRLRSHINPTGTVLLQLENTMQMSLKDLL
#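 Human spleen homogenate (1 ug) as enzyme source, 4-methylumbelliferyl-alpha-D-galactopyranoside 1 mM final, citrate/phosphate pH 5.0 with 0.01% Tween-20. Compounds 40 min at 37C, NaOH/glycine stop; fluorescence Ex 365/Em 440, Hill-fit AC50.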
# KDM4E inh: blocks human JMJD2E demethylase activity | B2RXH2 | JMJD2E catalytic domain, FDH-coupled NADH fluorescence (FDH is formaldehyde dehydrogenase) | Potency, µM (titrated, usually from 57.1 µM), without a hit: at the top dose activity change, negative = inhibition, hits mostly inhibitors | 230,000 tested, 1.6% active; active = well fitted inhibition curve with a large enough effect, not every such curve was filed as active; inconclusive = small, poorly fitted or top-dose-only effect, or another doubt; inactive = no such curve, though single readings can be large or run the other way;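 also: 0% = wells with enzyme and -100% = buffer wells without enzyme; nearly all actives have a fitted effect of over 50% in size; many of its hits are not listed in these tables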
# Target sequence (B2RXH2 1-337 limits assumed): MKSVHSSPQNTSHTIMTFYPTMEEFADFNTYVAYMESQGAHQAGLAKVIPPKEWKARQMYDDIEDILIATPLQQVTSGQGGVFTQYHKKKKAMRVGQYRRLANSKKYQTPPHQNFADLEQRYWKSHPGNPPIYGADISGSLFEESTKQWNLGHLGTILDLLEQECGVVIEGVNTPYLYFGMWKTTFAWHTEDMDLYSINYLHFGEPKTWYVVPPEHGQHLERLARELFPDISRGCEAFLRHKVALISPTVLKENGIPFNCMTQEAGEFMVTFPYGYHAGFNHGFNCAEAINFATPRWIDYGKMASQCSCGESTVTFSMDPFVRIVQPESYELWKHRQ
# GoLoco inh red: RGS12 GoLoco-Gai1 interaction inhibition; P63096; Gai1:RGS12 GoLoco peptide FP, rhodamine, 10 min; Potency, µM (series often up to 61.6 µM), without a hit: at the top dose activity, negative = inhibition, hits mostly inhibitors; 230,000 tested, 0.44% active; AID 880; active = well fitted inhibition curve with a large enough effect, not every such curve was filed as active; inactive = no such curve, though single readings can be large or run the other way; also: % is scaled to controls: 0 for no effect and ±100 for the full control effect; nearly all actives have a fitted effect of over 30% in size; many of its hits are not listed in these tables
# Target sequence (P63096 whole entry, looked up): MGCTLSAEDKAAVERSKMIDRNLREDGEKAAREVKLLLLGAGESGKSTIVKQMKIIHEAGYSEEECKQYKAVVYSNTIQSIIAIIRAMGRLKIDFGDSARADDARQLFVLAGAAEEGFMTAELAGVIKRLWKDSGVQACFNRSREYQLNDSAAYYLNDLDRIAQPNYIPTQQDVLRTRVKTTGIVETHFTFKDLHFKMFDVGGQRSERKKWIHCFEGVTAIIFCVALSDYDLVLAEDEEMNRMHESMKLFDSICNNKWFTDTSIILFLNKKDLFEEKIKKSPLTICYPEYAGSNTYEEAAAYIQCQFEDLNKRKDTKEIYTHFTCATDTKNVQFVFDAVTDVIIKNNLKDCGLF
# Starred values were filed as active, the others as inactive; ? = inconclusive; · = not tested or not shown; [ ] = dose if it differs, or a comment. Unless noted, calls follow the shape of the dose curve; as a rule, active = well fitted curve in the direction sought with a large enough effect; inconclusive = small, poorly fitted or top-dose-only effect, or another doubt; inactive = no such curve, though single readings can be large; an effect the other way counts as inactive or inconclusive. Potency is read from the fitted curve at half-maximal effect. Not all compounds are listed, so the mix of outcomes need not match the whole.
SMILES,aGlu spleen mod,GAA inhib,SMN2 splice enh,GAA glycogen,ALDH1A1 inh,GLA spleen mod,KDM4E inh,GoLoco inh red
Cc1ccc(CN2CCN(Cc3nc4c(s3)CCCC4)CC2CCO)cc1 (stereo unspecified),5.0%,-3.7%,·,-14.4%,-4.0%,2.6%,-3.9%,-10.7%
C=CCNC(=O)COC(=O)c1ccc(C)c(NC(=O)c2ccco2)c1,5.9%,3.4%,7.8%,6.7%,?,0.5%,8.4%,5.1%
COc1cc(CNCCc2ccccc2)ccc1OCc1ccc(Cl)nc1,-0.2%,-6.3%,8.6%,8.0%,3.5%,-7.0%,3.4%,2.1%
CCN(CC(=O)NCCC1=CCCCC1)S(=O)(=O)c1ccccc1,-0.2%,·,·,-3.7%,·,5.4%,1.1%,0.7%
Cc1ccc(NC(=O)c2ccc(S(=O)(=O)NCC3CCCO3)cc2)cc1 (stereo unspecified),-0.6%,3.7%,-26.3%,5.6%,-4.5%,0.9%,4.3%,0.2%
COc1ccc(Nc2cc(C(=O)NCc3ccco3)c3ccccc3n2)cc1,-5.2%,3.6%,8.4%,6.8%,16.6%,0.5%,-0.6%,-0.3%
O=C(NCc1ccccc1)c1ccc(OCC2CCCO2)cc1 (stereo unspecified),-2.5%,2.0%,2.0%,1.7%,-3.6%,3.4%,6.8%,7.3%
COc1nc(OCCNC(C)=O)nc(N(C)C)n1,-3.8%,-6.3%,-10.1%,9.0%,12.5%,-3.5%,1.8%,-3.1%
Cc1cc2c3nonc3ccc2n1C,-2.7%,-6.6%,-10.9%,-7.2%,-3.6%,2.5%,-12.8%,4.6%
COc1ccc(-c2nnc3ccc(SCC(=O)NCc4ccco4)nn23)cc1OC,-1.2%,-3.1%,-6.2%,2.0%,-50.0%,-12.2%,-1.3%,-4.3%
Cc1ccc(-c2nc(C=Nc3ccc(O)cc3)c(O)o2)cc1,-15.1%,?,-20.0%,?,9.7%,-6.4%,-13.4%,-5.5%
O=C(NCCCN1CCN(CCCNC(=O)c2ccc(F)cc2)CC1)c1ccc(F)cc1,-0.3%,-12.6%,-0.6%,4.9%,6.7%,4.0%,7.3%,-2.6%
O=S(=O)(CS(=O)(=O)c1ccc(Cl)cc1)c1ccc(Cl)cc1,-2.8%,·,·,-3.0%,·,-7.9%,3.3%,7.1%
CCOc1cccc2cc(C(=O)Nc3cc(C)on3)c(=O)oc12,3.1%,-5.2%,7.6%,-1.7%,-12.5%,-2.2%,6.3%,17.7%
O=C(NNc1cc(N2CCCC2)nc(N2CCCC2)n1)c1ccc([N+](=O)[O-])cc1,2.1%,-3.3%,-9.0%,?,8.0%,-3.5%,?,14.1%
CCCc1cc(-c2n[nH]c(=S)n2CC)c2ccccc2n1,6.9%,9.5%,-1.9%,9.7%,-0.9%,6.7%,-6.4%,2.0%
CN(C)S(=O)(=O)Oc1ccsc1C(=O)Nc1cccc(Cl)c1Cl,-8.6%,-6.4%,-21.1%,-14.8%,-3.8%,9.7%,-2.2%,-0.7%
Cc1cc(NC(=O)CSc2nccn2-c2cccc(C)c2C)no1,·,-2.8%,-5.8%,3.5%,5.9%,4.3%,-1.3%,4.5%
COc1ccc(CNC(=O)C2CCN(S(C)(=O)=O)CC2)c(OC)c1,8.0%,4.2%,-1.7%,-9.4%,2.5%,0.5%,11.8%,7.2%
COc1cccc(C(=O)N2CCN(Cc3cc(Br)ccc3OC)CC2)c1,3.0%,2.0%,9.0%,-0.4%,-15.0%,-1.3%,?,2.0%
CCOC(=O)C1(CC2CC2)CCN(C(=O)c2ocnc2C)CC1,-12.7%,-1.1%,·,-10.4%,0.9%,-1.1%,3.2%,2.8%
O=C(NCc1cn2ccsc2n1)Nc1ccc(Cl)cc1,-9.1%,-9.3%,-26.3%,-11.2%,-8.2%,4.1%,2.7%,-0.2%
O=C(OCc1nnc(-c2ccccc2)o1)c1ccc2c(c1)OCCO2,-2.5%,-5.9%,5.3%,-2.1%,5.8%,-2.6%,-8.4%,18.2%
CC1(C)Cc2c(sc3[nH]c(=S)[nH]c(=O)c23)CO1,4.2%,?,·,4.0%,7.94µM*,-1.1%,14.6%,12.9%
CC(C)NC(=O)CSCc1c(F)cccc1Cl,-4.0%,1.0%,5.1%,-2.8%,?,-1.5%,9.6%,1.3%
O=S(=O)(c1cc(Cl)ccc1Cl)n1nnc2ccccc21,-1.8%,-4.3%,-5.4%,2.8%,11.3%,0.9%,3.9%,0.5%
CCN=C1SC(CC(=O)NCc2ccccc2)C(=O)N1CC (stereo unspecified),0.3%,1.6%,·,-8.1%,?,2.4%,-12.7%,12.4%
COC(=O)c1ccc(S(=O)(=O)N2CCCC2)o1,1.4%,-8.3%,4.5%,7.8%,7.5%,4.7%,1.1%,0.9%
CCOc1ccc(-c2[nH]ncc2Oc2cccc(OC)c2)c(O)c1,-13.1%,1.9%,23.8%,-17.9%,?,0.2%,-8.1%,6.8%
CCOc1ccc(N/C(=C(/C(Cl)=C(Cl)Cl)[N+](=O)[O-])n2cncn2)cc1,-14.0%,4.2%,-9.7%,-4.4%,?,-1.3%,?,19.6%

# Compounds above containing a thiophene ring, fused or not:
SMILES,aGlu spleen mod,GAA inhib,SMN2 splice enh,GAA glycogen,ALDH1A1 inh,GLA spleen mod,KDM4E inh,GoLoco inh red
CN(C)S(=O)(=O)Oc1ccsc1C(=O)Nc1cccc(Cl)c1Cl,-8.6%,-6.4%,-21.1%,-14.8%,-3.8%,9.7%,-2.2%,-0.7%
CC1(C)Cc2c(sc3[nH]c(=S)[nH]c(=O)c23)CO1,4.2%,?,·,4.0%,7.94µM*,-1.1%,14.6%,12.9%

# New compounds follow
SMILES,aGlu spleen mod,GAA inhib,SMN2 splice enh,GAA glycogen,ALDH1A1 inh,GLA spleen mod,KDM4E inh,GoLoco inh red
CCOC(=O)C1C(=O)CC(C)(O)C(C(=O)OCC)C1c1ccc(F)cc1 (stereo unspecified),-9.5%,-1.1%,-5.5%,3.9%,1.2%,-6.8%,10.4%,7.8%
CC(=O)NCC12CC3CC(C1)CC(C(=O)O)(C3)C2,1.7%,1.5%,4.7%,-0.7%,?,12.9%,-29.8%,-11.6%
Cc1cc2c(nc1C)CCCN2C[C@@H](C)O/N=C1/[C@H]2CCn3c(=O)n(-c4ccccc4)c(=O)n3[C@H]2[C@H](O)[C@@H]2O[C@H]12,-0.3%,-14.0%,-6.2%,7.2%,?,-5.4%,?,19.2%
Cn1c(=O)c2c(nc(NCc3ccco3)n2C/C=C/c2ccccc2)n(C)c1=O,5.2%,-0.7%,-55.4%[inhibitor],-11.4%,5.6%,5.6%,2.6%,1.9%
O=C(Cn1ccc([N+](=O)[O-])n1)Nc1nccs1,-5.6%,5.3%,-1.0%,-6.6%,3.5%,0.5%,3.8%,-20.4%
COc1ccc(CCNC(=S)N2CCC(C(N)=O)CC2)cc1,5.9%,·,·,2.9%,·,0.6%,-7.7%,1.3%
CSc1nnc([C@@H](NC(=O)OC(C)(C)C)C(C)C)o1,-3.5%,3.9%,2.7%,1.6%,0.2%,-7.2%,0.3%,-11.4%
OCCN(CC#CCC(O)(c1ccccc1)C1CCCC1)CCO (stereo unspecified),-11.3%,·,·,2.9%,·,4.9%,2.9%,6.7%
CCNc1ncc2nc(C)c(=O)n(C[C@H]3CCCO3)c2n1,?,·,·,·,?,?,·,12.5%
CCOC(=O)N1CCN(C(=O)CN(c2ccc(OC)cc2)S(C)(=O)=O)CC1,-4.7%,3.4%,8.2%,-6.8%,-10.0%,1.6%,4.5%,8.2%
O=C(CSc1nnc(-c2ccccc2)c(-c2ccccc2)n1)Nc1ccc(Br)cn1,-5.5%,-4.0%,-47.8%[inhibitor],-3.9%,-8.4%,-10.2%,-6.1%,14.3%
CCCc1nn(C)c(C(=O)Nc2cccc3ccccc23)c1Cl,4.0%,-2.3%,-4.2%,4.6%,-6.4%,1.3%,3.2%,13.2%
O=C(COc1ncnc2c(Cl)cc(Cl)cc12)NCCC1=CCCCC1,-1.3%,-1.9%,-1.4%,4.2%,13.6%,3.5%,3.8%,2.4%
Cn1c(SCC(=O)Nc2nccs2)nnc1-c1ccc(S(=O)(=O)N2CCCC2)cc1,-0.4%,-6.1%,-28.7%,1.8%,-15.6%,4.7%,4.5%,3.1%
Cc1c(Cl)cccc1NC(=S)/C(=C(\[O-])c1ccc(Cl)s1)[n+]1ccccc1,-1.0%,4.7%,-2.8%,-5.8%,9.4%,0.4%,-7.8%,-16.5%
Cc1nc(SCC(=O)Nc2ccc3c(c2)OCO3)c(C#N)c2c1CCCC2,-7.7%,-4.9%,-25.7%,-2.4%,2.6%,-30.0%,4.1%,4.2%
CCOC1(C)OCC(=O)[C@]2(CCC3C4CCC5=CC(=O)C=CC5(C)C4C(=O)CC32C)O1 (stereo partly specified),-2.9%,?,-2.0%,8.0%,17.3%,-4.3%,-6.6%,-9.2%
CCN(C(=O)Cc1ccccc1OC)c1nnc(-c2ccncc2)s1,-5.4%,?,-28.6%,-1.3%,-10.1%,12.1%,?,24.3%
Cc1cc(C)n(Cc2ccc(C(=O)NCCC3=CCCCC3)o2)n1,-8.0%,?,5.6%,10.6%,?,-12.4%,-1.9%,9.3%
COc1ccccc1-c1nc(-c2ccc(Br)cc2)no1,-3.6%,1.5%,15.8µM*,-8.7%,-6.8%,7.8%,-2.6%,1.5%
COC(=O)c1cccnc1NC(=S)NNC(=O)c1ccncc1,1.0%,1.2%,10.4%,-1.0%,3.3%,1.6%,-17.5%,3.9%
CC(=O)N/N=C(\C)c1ccc2c(c1)OCCO2,4.0%,2.1%,23.9%,-5.1%,-19.8%,0.7%,-0.6%,1.1%
S=C(Nc1ccccc1Cl)N(CCCN1CCOCC1)Cc1ccco1,-10.3%,-2.5%,-3.6%[1.84 µM],-0.7%,-3.1%,0.6%,14.4%,4.4%
Cc1ccc(Nc2c(-c3ccco3)nc3ccccn23)cc1,-6.4%,11.2%,-25.4%,?,-4.6%,-1.5%,3.0%,3.2%
